CHRM1 antagonist = human CHRM1 antagonism; P11229; CHO-K1 hM1, Fluo-8 calcium fluorescence, ACh EC80 antagonist; inhibition, % at 3 µM; 1.3% of 360,000 active; AID 588852;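 active = percent inhibition above its own plate's cutoff, namely the mean of that plate's compound wells plus 3 SD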;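 note: peak over basal fluorescence ratio during 140 s after agonist addition; 0% = ACh EC80 plus DMSO and 100% = DMSO alone without agonist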
Target sequence (P11229 whole entry, looked up): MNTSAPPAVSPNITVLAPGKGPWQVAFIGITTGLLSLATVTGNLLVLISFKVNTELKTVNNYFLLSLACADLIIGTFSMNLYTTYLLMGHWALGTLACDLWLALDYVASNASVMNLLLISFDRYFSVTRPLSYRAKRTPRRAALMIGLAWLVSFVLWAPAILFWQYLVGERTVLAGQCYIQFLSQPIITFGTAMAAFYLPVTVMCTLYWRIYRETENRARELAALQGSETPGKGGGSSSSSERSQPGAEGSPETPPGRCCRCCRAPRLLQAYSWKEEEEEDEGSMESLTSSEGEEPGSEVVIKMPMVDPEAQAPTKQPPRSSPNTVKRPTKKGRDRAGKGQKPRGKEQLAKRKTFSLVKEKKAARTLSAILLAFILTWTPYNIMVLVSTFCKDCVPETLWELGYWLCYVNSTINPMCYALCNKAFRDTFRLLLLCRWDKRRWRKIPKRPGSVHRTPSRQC
M1 ag parental = counter-screen for M1 agonists: effect in parental CHO-K1 cells | activation, % at 3 µM | AID 602248 | Fluo-8 calcium fluorescence; scaled to maximal ATP response, vehicle zero | 0.48% of 360,000 active; in the data active = activation above about 15%;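 note: untransfected CHO-K1 host cells lacking M1 receptor as counterscreen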
TAAR1 agonist = agonists of human TAAR1 | Q96RJ0 | CHO RD-HGA16 TAAR1, Fluo-8 calcium fluorescence; vehicle wells 0%, saturating PEA agonist 100% | activation, % at 3 µM | 0.99% of 360,000 active | AID 624467;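 active = activation above the mean activation of all test compounds in the run plus 3 SD, cut at about 38% in these data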
Target sequence (Q96RJ0 whole entry, looked up): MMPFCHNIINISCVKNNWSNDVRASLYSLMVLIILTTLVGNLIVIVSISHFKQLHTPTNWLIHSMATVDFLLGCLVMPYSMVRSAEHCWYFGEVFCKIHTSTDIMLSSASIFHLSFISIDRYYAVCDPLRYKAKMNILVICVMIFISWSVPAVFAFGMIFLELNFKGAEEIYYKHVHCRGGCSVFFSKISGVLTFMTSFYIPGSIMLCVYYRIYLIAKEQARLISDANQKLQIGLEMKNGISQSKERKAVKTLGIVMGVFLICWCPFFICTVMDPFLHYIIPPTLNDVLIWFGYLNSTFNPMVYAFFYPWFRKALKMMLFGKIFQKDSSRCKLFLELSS
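System: CHO-derived RD-HGA16 cells with stable Gα16 and human TAAR1 / Times: 17-24 h plating, Fluo-8 75 min 37 °C, 30 min RT / Technique: calcium-sensitive Fluo-8 signal, excitation 470-495, emission 515-575 nm / Measure: % activation relative to PEA EC100 response / Benchmarks: DMSO and PEA EC100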
CHRM1 PAM = positive allosteric modulators of human M1 muscarinic receptor; P11229; CHO-K1 hM1, Fluo-8 calcium fluorescence, ACh EC20; 0% = ACh EC20, 100% = maximal ACh; activation, % at 3 µM; 0.088% of 360,000 active; in the data active = activation above about 19%, passing the limit was not always enough
TAAR1 antag = human TAAR1 antagonism; Q96RJ0; inhibition, % at 3 µM; 1.5% of 360,000 active; CHO RD-HGA16 TAAR1, Fluo-8 calcium fluorescence, antagonist;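 active = inhibition above a per-plate cutoff, the mean inhibition of test compounds on that plate plus 3 SD, cut at about 49% in these data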;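 note: 0% = DMSO plus EC80 beta-PEA response and 100% = DMSO alone without agonist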
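Test system – hTAAR1-expressing CHO RD-HGA16 cells, Gα16-coupled · Reagent – β-PEA at EC80 concentration, post-compound challenge · Compound dosing – 3 µM, single point · Timing – 140 s kinetic read after compound, 140 s after agonist · Detection – Fluo-8 intracellular calcium dye fluorescence, real-time kinetic reads · Control set – DMSO and EC80 PEA controls · Repeats – n of 1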
CHO parental Ca = counter-screen for OX1R antagonists: effect in parental CHO cells | inhibition, % at 5.6 µM | 0.63% of 330,000 active | parental CHO-K1, ATP-induced calcium, Fluo-8 fluorescence | AID 463079;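 active = inhibition above that plate's mean sample inhibition plus 3 SD, cut at about 26% in these data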;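 note: 0% = ATP-challenged DMSO wells and 100% = DMSO wells without ATP; some compounds past the cut are filed as inactive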
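Test system: parental CHO cells; detection: calcium-sensitive Fluo-8 fluorescence; evaluation: percent inhibition of calcium signal; also added: ATP as calcium-mobilizing challenge; repeats: one well per compound; control set: ATP-challenged DMSO wells low, unchallenged DMSO wells high; compound: single nominal dose of 5.6 µM per compound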
M1 PAM parental = M1 PAM counterscreen hit in parental CHO-K1 cells; activation, % at 3 µM; 0.02% of 360,000 active; ATP EC20, Fluo-8 calcium fluorescence; 0% at ATP EC20, 100% at ATP max; AID 602247;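 active = activation above the run cutoff, the mean activation of all test compounds plus 3 SD, cut at about 40% in these data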;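 note: peak over basal fluorescence ratio in a 140 s read after ATP addition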
CHO-K1 Ca antag = M1 antagonist counterscreen hit in parental CHO-K1 cells; 0.6% of 360,000 active; AID 602250; ATP-induced calcium, Fluo-8 fluorescence; inhibition, % at 3 µM;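 active = inhibition above a per-plate cutoff, the plate's mean sample inhibition plus 3 SD, cut at about 24% in these data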;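 note: 0% = DMSO plus EC80 ATP and 100% = DMSO alone without ATP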
M1 ag = human M1 muscarinic receptor agonism. P11229. CHO-K1 hM1, Fluo-8 calcium fluorescence, agonist mode; 0% DMSO, 100% acetylcholine EC100. activation, % at 3 µM. 0.33% of 360,000 active. AID 588814;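 active = activation above the run's mean compound activation plus 3 SD, cut at about 16% in these data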;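 note: peak over basal fluorescence ratio within a 140 s kinetic read after compound addition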
* = called active by the depositor; · = no result given. Rows were taken by chance; 4.4% or so of the library scored in one or more.

SMILES | CHRM1 antagonist | M1 ag parental | TAAR1 agonist | CHRM1 PAM | TAAR1 antag | CHO parental Ca | M1 PAM parental | CHO-K1 Ca antag | M1 ag
CN1C(=O)N(C)C2(c3ccccc3)Nn3c(s/c(=C/c4ccccc4)c3=O)=NC12c1ccccc1 (stereo unspecified) | -19 | 0.0 | -2 | 14 | -12 | -4 | -6 | 12 | 0
NC(=S)N/N=C/c1c[nH]c2ccccc12 | -6 | 0.9 | 5 | 4 | 19 | -1 | -2 | -2 | -1
COc1ccc2c(c1)oc1c(SCc3nc4ccccc4[nH]3)nc(C)nc12 | 3 | 4.5 | 11 | -7 | 44 | -24 | 17 | -22 | -5
CC1CC(C)CN(C(=O)c2cccc(S(=O)(=O)Nc3cc(C(F)(F)F)ccc3Cl)c2)C1 (stereo unspecified) | 9 | 4.1 | 20 | -2 | 14 | -7 | 0 | 10 | -5
CCCOc1ccc(-c2c(C(=O)N/N=C/c3cccs3)nnn2-c2nonc2N)cc1 | -12 | 1.6 | · | 11 | · | -19 | 13 | -9 | 4
COc1ccc(C/C(C)=N\NC(=O)c2cn(C)c3ccccc23)cc1OC | -4 | 0.1 | 1 | 5 | 3 | 0 | 3 | 1 | -4
CC(=O)Nc1ccc2c(c1)OCCO2 | -4 | 0.5 | 13 | 2 | 2 | 9 | 12 | -8 | -3
CCCCn1c(N)c(-c2nc3ccccc3o2)c2c([N+](=O)[O-])nn(CC)c(=O)c21 | -3 | 0.2 | 5 | 9 | 15 | -21 | 20 | -11 | -5
CC(C)(C)c1[nH]nc2c1C(Cc1ccccc1)C(C#N)=C(N)O2 (stereo unspecified) | 6 | 1.1 | 9 | -16 | 12 | -15 | 16 | -8 | -4
O=S(=O)(c1ccc(Br)cc1)n1ccc2ccccc21 | 13 | -0.3 | 5 | -5 | 16 | 28 | -11 | -3 | -3
O=c1cc(CSc2nnc(COc3ccccc3)o2)c2ccccc2[nH]1 | -2 | 0.6 | 14 | 0 | 14 | -6 | -6 | 0 | -3
O=C(c1cnc(Cc2c[nH]c3ccccc23)c(I)c1)N1CCCCC1 | -3 | 3.1 | 5 | -6 | 2 | · | 0 | -8 | -2
O=C(COC(=O)c1ccccc1)Nc1ccccc1Br | -3 | 0.6 | 4 | 6 | -14 | -3 | 22 | -3 | -5
CC(C)C(NC(=O)OCc1ccccc1)C(=O)OCC(=O)N1C(C)CCCC1C (stereo unspecified) | 5 | 0.1 | · | 1 | · | -11 | -11 | 12 | -3
CCCNC(=O)N1CCC(C(=O)c2cccc(F)c2)CC1 | -34 | 1.0 | 5 | 10 | -9 | -10 | 22 | -16 | 1
Cc1cccc(C)c1NC(=O)Cn1c(=O)c(N2CCCCC2)c(N)n(C)c1=O | -15 | 0.9 | 0 | 7 | -17 | -3 | 26 | -19 | -2
CN(C(=O)COC(=O)C12CC3CC(CC(Cl)(C3)C1)C2)C1(C#N)CCCCC1 | -3 | 3.1 | 21 | 6 | 11 | -14 | 14 | -21 | -2
O=C1[C@@H]2Cc3c([nH]c4ccccc34)C(c3ccccc3)N2C(=O)CN1C1CC1 (stereo partly specified) | 18 | 1.5 | 10 | -16 | -8 | -9 | 5 | -7 | -9
O=C(Oc1cccc2cccnc12)c1cccs1 | -1 | -0.7 | 0 | 7 | 17 | 1 | 2 | 10 | -2
Cc1nn(-c2ccccc2)c(C)c1/C=N/NC(=O)c1ccccc1NS(=O)(=O)c1cccs1 | 15 | 2.8 | 12 | -11 | 12 | -3 | -8 | 19 | 0
Clc1ccc(-c2cnc3ccccc3n2)cc1 | -11 | 0.5 | 3 | 7 | -1 | -9 | 24 | -10 | -7
CCCNC(=O)C1(C)CCN(C(=O)c2ccccc2OC(F)(F)F)C1 (stereo unspecified) | 1 | 0.1 | 0 | 0 | -4 | · | -12 | 14 | -2
CCOC(=O)CSc1nc2ccc(Nc3nc(N4CCOCC4)nc(N4CCOCC4)n3)cc2s1 | 12 | 2.3 | 7 | 0 | 44 | 2 | 23 | -3 | -3
COC(=O)c1cc2sccc2n1CC(=O)N(C)c1ccccc1 | -8 | 0.7 | 2 | 11 | 6 | -11 | 10 | 8 | -6
Cc1ccccc1NC(=O)Cc1nc(COC(=O)COc2cccc(C)c2C)cs1 | 1 | 3.3 | 5 | 1 | 10 | -30 | 12 | 2 | -3
Cc1noc(C)c1S(=O)(=O)Nc1ccc(C(=O)NCc2ccccc2)cc1 | -6 | 0.5 | 6 | 2 | 17 | -8 | 19 | -8 | -3
COc1ccc(N2CCN(CC(=O)NCc3ccccc3)CC2)cc1 | -7 | 1.5 | 3 | 9 | -9 | -5 | 15 | -11 | -1
Cn1c(Cn2c(=O)sc3ccccc32)nnc1SCC(=O)N1CCc2ccccc21 | -6 | 0.5 | 0 | 7 | -11 | -7 | 18 | -7 | -6
Cc1nc(SC(C)C(=O)NCc2ccc3c(c2)OCO3)nc(C)c1C (stereo unspecified) | -9 | -0.1 | 2 | 3 | -3 | -14 | 9 | -7 | -8
O=C(NCCOc1ccc2ccccc2c1)c1cncc(Br)c1 | -27 | 4.2 | -2 | 6 | -11 | -1 | 17 | -19 | 0
C[C@@]12CCC=C[C@H]1[C@H](c1ccc(C(F)(F)F)cc1)N(Cc1ccccc1)C2=O | -8 | -0.8 | 5 | 13 | -5 | -32 | -16 | 8 | -1
S=C(Nc1ccccc1)Nc1ccccc1Br | -10 | 0.5 | 1 | 3 | -28 | -6 | 11 | -4 | -2
COc1ccc(OC(=O)N2C/C(=C/c3ccccc3)C(=O)/C(=C\c3ccccc3)C2)cc1 | -9 | 1.4 | 0 | 4 | -8 | · | 20 | -11 | -2
CC(C)(C)CN1C(=O)C(=O)NC[C@H]1Cc1ccc(O)cc1 | -8 | 0.1 | 9 | -2 | 0 | -4 | 3 | -12 | -4
CC[C@H](C)Cc1cn([C@@H](CCCCN)C(=O)NCCCCCCCCCCC(=O)N2CCNCC2)nn1 | 3 | 0.1 | 13 | -4 | 11 | -16 | -4 | -4 | -14
Cc1ccn(CCC(=O)N2c3ccccc3CC2C)n1 (stereo unspecified) | -8 | 1.2 | 0 | 3 | -7 | -9 | 17 | -10 | -1
C=CCn1c(SCC#N)nc2ccccc2c1=O | 5 | 0.7 | 3 | 0 | -5 | -5 | 5 | -2 | -6
O=C1C=C(c2cccc(Cl)c2)C[C@@H](c2ccc3c(c2)OCO3)C1 | -9 | 1.0 | 3 | 3 | 24 | -12 | 12 | -31 | -8
C[C@@H]1CN([C@@H](C)CO)C(=O)CCCn2nncc2CO[C@H]1CN(C)C(=O)c1ccncc1 | 8 | 0.1 | 0 | -9 | -3 | · | -5 | -4 | -2
CCCCC(C(=O)OCC)C(N)Cc1ccc(F)cc1 (stereo unspecified) | -10 | 5.0 | 2 | 12 | -6 | -13 | 15 | 3 | -1
Cc1ccc(NC(=O)CN(C)C(=O)c2cccc(Br)c2)cc1 | -3 | 4.8 | 10 | 0 | -17 | -3 | 3 | -9 | 4
CCn1cc(C(=O)O)c(=O)c2cnc(N3CCN(C(=S)NC(=O)c4ccccc4)CC3)nc21 | -14 | 2.2 | 10 | 9 | -31 | -8 | 28 | -13 | -3
Cc1cn2c(-c3ccc(Cl)cc3)nnc2s1 | -18 | -1.0 | -3 | 23 | -13 | -10 | 4 | -5 | 1
Cc1cc(C(=O)Nc2ccc(Br)cc2)c2ccccc2n1 | 0 | 0.8 | 13 | -1 | 24 | -2 | 9 | 1 | -1
CCOc1c(C(N)=O)cc([N+](=O)[O-])cc1[N+](=O)[O-] | -8 | 0.1 | 1 | 10 | -9 | -5 | 14 | 0 | -7
O=c1[nH]c2sc3c(c2c2nncn12)CCCC3 | -9 | 0.0 | 1 | 11 | 2 | -17 | 26 | -16 | -3
CCOC(=O)c1cc(C#N)c(Oc2ccccc2)nc1-c1ccccc1 | 13 | 2.1 | 2 | -18 | 26 | -24 | 14 | -15 | -4
COc1ccc(C2(C)NC(=O)N(CC(=O)c3ccc4c(c3)OCO4)C2=O)cc1 (stereo unspecified) | 1 | 9.3 | 26 | -1 | 5 | -10 | -4 | -1 | 10
COc1ccc(OC)c(NC(=S)N2CCCC2)c1 | -15 | 2.6 | 2 | 9 | 0 | · | 13 | -3 | -3
CC1=C(C(=O)Nc2ccc(C)cc2)C(c2ccco2)NC(=O)N1 (stereo unspecified) | -8 | 0.7 | 2 | 5 | -6 | -13 | 10 | -3 | -3
O=C1C(Cl)=C(NC2CCCCC2)C(=O)N1Cc1ccccc1 | -7 | 0.5 | 8 | 13 | 13 | -17 | 17 | 1 | -10
CCN1CCCC1CNC(=O)c1csc2c1CCCC2 (stereo unspecified) | 21 | 0.4 | 0 | -12 | -15 | -11 | -13 | 0 | -12
CCC1CCCCN1CCCNC(=O)Cn1nc(C)n2nc(-c3ccccc3)cc2c1=O (stereo unspecified) | -13 | 0.1 | 3 | 2 | -17 | -19 | 4 | -15 | -14
Brc1ccccc1/C=N/N1CCCCC1 | 11 | 1.1 | -1 | 1 | -9 | -4 | -22 | -16 | 6
Clc1ccc2nc(CSc3ncn[nH]3)cn2c1 | -13 | 0.1 | 0 | 7 | -4 | -9 | 7 | -2 | -6
O=C(O)c1cccn1Cc1ccccc1F | -3 | 0.6 | 16 | 10 | 15 | -8 | 23 | -11 | -4
CC1(C)Cc2c(c(N3CCOCC3)nc3snc(NC(=O)c4ccccc4)c23)CO1 | 2 | 1.0 | 8 | -2 | 19 | 0 | 13 | -1 | -4
COC(=O)C1=C(Nc2ccc(C)cc2)C=C(C)C(C(=O)OC)C1c1ccc(F)cc1 (stereo unspecified) | -4 | 0.4 | 6 | 3 | -19 | -25 | 12 | -4 | -5
CCc1ccccc1SCc1noc(C(=O)NCC2CCCO2)c1C(=O)O (stereo unspecified) | -6 | -0.2 | 2 | 4 | 4 | -14 | -11 | 0 | -1
Cc1ccc(-n2ccc(=O)c(C(=O)Nc3ccc(S(=O)(=O)Nc4nccc(C)n4)cc3)n2)cc1 | 9 | 0.6 | 2 | 0 | -10 | -20 | -7 | 0 | -2

Part of the list above, set out differently.
Value order – CHRM1 antagonist | M1 ag parental | TAAR1 agonist | CHRM1 PAM | TAAR1 antag | CHO parental Ca | M1 PAM parental | CHO-K1 Ca antag | M1 ag
- O=c1[nH]c2sc3c(c2c2nncn12)CCCC3
 : -9 | 0.0 | 1 | 11 | 2 | -17 | 26 | -16 | -3
- CCOC(=O)c1cc(C#N)c(Oc2ccccc2)nc1-c1ccccc1
 : 13 | 2.1 | 2 | -18 | 26 | -24 | 14 | -15 | -4
- COc1ccc(C2(C)NC(=O)N(CC(=O)c3ccc4c(c3)OCO4)C2=O)cc1 (stereo unspecified)
 : 1 | 9.3 | 26 | -1 | 5 | -10 | -4 | -1 | 10

Source: PubChem (The Scripps Research Institute Molecular Screening Center)
